Assay outcomes deposited in PubChem by several laboratories.
DAT uptake mod = changed hDAT dopamine uptake under cocaine IC80, either direction, primary screen, cocaine antagonist project, cell-based, LLC-PK1 hDAT, [14C]-dopamine uptake, MLSMR; Sodium-dependent dopamine transporter (Homo sapiens), Q01959; LLC-PK1 hDAT cells, [14C]-dopamine uptake with cocaine IC80; actives deviate in either direction; B-score at 10 µM; 1.3% of 110,000 active; AID 449768, 2010;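 active = Z score or B-score, a plate-position-corrected score, falls beyond the plate's 99.7% confidence bounds, in either direction; inactive = both scores lie inside the 99.7% bounds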;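 note: scored against the spread of the other compound wells on the same plate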
sEH inhibitor = soluble epoxide hydrolase inhibitors, primary screen, biochemical, human sEH; inhibition, % at 2 µM; 0.34% of 91,000 active; Bifunctional epoxide hydrolase 2 (Homo sapiens), P34913; AID 707, 2007; recombinant human sEH enzymatic activity assay; in the data active = inhibition above about 80%; note: values of inactives mirror those of a sister screen read the other way; many of its hits are not listed in these tables
Target sequence (P34913 whole entry, looked up): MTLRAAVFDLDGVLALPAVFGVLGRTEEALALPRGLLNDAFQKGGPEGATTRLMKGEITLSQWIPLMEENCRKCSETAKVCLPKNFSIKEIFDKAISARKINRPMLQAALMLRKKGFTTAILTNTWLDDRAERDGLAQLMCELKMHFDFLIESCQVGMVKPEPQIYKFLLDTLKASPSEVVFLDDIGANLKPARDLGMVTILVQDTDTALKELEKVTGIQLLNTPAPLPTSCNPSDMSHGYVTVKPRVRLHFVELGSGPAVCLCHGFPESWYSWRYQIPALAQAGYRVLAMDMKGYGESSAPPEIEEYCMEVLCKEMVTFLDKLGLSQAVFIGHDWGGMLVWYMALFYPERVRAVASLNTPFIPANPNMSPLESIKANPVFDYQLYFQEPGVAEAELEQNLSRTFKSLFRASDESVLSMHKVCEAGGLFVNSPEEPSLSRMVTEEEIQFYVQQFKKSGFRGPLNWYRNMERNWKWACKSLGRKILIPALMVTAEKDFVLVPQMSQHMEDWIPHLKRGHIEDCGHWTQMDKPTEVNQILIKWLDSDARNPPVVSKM
S1P2 blocker = human S1P2 receptor antagonists, primary screen, cell-based; Sphingosine 1-phosphate receptor 2 (Homo sapiens), O95136; cell-based S1P2 antagonist assay, inhibition at 5 uM; inhibition, % at 5 µM; 0.21% of 97,000 active; in the data active = inhibition above about 45%;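 note: CRE beta-lactamase reporter cells expressing human S1P2 stimulated with S1P; 0% = agonist at EC80 alone and 100% = agonist plus reference antagonist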
CYP2C19 act = human CYP2C19 activators, primary screen, biochemical, luminescence | recombinant CYP2C19, luciferin-H EGE luminescence; active compounds read high; 0 = fully inhibited enzyme, 1 = untreated enzyme | activation factor at 5 µM | 96,000 tested, under 10 active | AID 1025, 2008;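 active = activation factor of at least 2 at 5 µM in the primary screen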;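 note: 0 = wells with 2.5 mM tranylcypromine and 1 = vehicle-only wells; values of inactives mirror those of a sister screen read the other way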
Target sequence (P33261 whole entry, looked up): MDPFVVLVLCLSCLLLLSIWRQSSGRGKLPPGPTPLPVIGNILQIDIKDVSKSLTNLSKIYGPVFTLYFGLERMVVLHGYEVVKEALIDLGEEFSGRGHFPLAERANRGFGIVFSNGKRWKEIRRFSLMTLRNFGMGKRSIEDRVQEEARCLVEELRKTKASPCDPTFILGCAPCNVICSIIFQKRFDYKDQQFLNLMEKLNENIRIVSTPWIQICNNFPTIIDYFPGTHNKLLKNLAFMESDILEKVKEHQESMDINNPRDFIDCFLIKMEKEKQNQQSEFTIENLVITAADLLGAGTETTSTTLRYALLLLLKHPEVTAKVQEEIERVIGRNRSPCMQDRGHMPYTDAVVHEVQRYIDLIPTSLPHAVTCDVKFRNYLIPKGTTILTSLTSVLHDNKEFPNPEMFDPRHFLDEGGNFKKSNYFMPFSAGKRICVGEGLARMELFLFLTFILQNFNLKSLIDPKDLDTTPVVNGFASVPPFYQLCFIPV
S1P2 ag = S1P2 receptor agonists, primary screen, cell-based; Sphingosine 1-phosphate receptor 2 (Homo sapiens), O95136; S1P2-expressing cell line, agonist reporter read-out; activation, % at 4.5 µM; 0.46% of 97,000 active; in the data active = activation above about 16%;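 note: 0% = vehicle low control and 100% = maximal reference agonist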
sEH activator = soluble epoxide hydrolase activators, primary screen, biochemical, human sEH. purified human sEH enzymatic activity, activator screen. activation, % at 2 µM. 0.04% of 91,000 active; in the data active = activation above about 37%; note: values of inactives mirror those of a sister screen read the other way
PostGolgi yeast = phenotypic screen on post-Golgi transport, primary screen; post-Golgi transport phenotypic cell assay; inhibition, % at 10 µM; 0.9% of 98,000 active;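 note: yeast cells grown in 1536-well plates; yeast grown about 18 h at 30C before absorbance read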
CYP2C19 inhib = blockers of cytochrome P450 2C19 activity – biochemical, luminescence, ADME assay, primary screen. P33261. CYP2C19 Supersomes, luciferin-H EGE luminescence, 30 min. inhibition, % at 5 µM. 21% of 96,000 active. AID 778, 2007;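 active = CYP2C19 inhibition above a set limit at 5 µM in the primary screen, cut at about 50% in these data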;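 note: plate controls were negative control wells for no effect and 2.5 mM tranylcypromine positive control for full effect; values of inactives mirror those of a sister screen read the other way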
PostGolgi ctrl = growth inhibition of yeast control strain, primary screen, counter-screen for post-Golgi transport modulator project. efflux-deficient yeast background strain, growth absorbance A615, 16 h. inhibition, % at 10 µM. AID 738, 2007. 5% of 98,000 active
Starred values were filed as active, the others as inactive; . = not tested or not shown. Cut-off read from the data, not from the text of the source, unless noted: active = inhibition above about 30%; inactive = the rest.

SMILES | DAT uptake mod | sEH inhibitor | S1P2 blocker | CYP2C19 act | S1P2 ag | sEH activator | PostGolgi yeast | CYP2C19 inhib | PostGolgi ctrl
CCO/C=C1\C(=O)N(c2ccccc2)C(=O)c2ccccc21 | -0.26 | . | . | 0.7 | . | . | 0 | 26 | 13
CCOC(=O)c1c(C)[nH]c(C=Nc2ccccc2)c1O | 0.55 | 6 | 6 | 1.2 | -6 | -8 | 16 | -16 | 7
CC(C)c1nc2oc3c(NCC4CCCO4)ncnc3c2c2c1CCC2 (centres undefined) | -0.33 | . | -15 | 0.7 | -4 | . | 24 | 30 | 13
CCCCNC(=O)Nc1cc(C)on1 | -0.3 | 10 | 0 | 1.1 | -7 | -11 | 0 | -7 | 9
Cc1cccnc1NC(=O)Nc1cccs1 | 0.014 | -1 | 1 | 0.5 | -5 | 0 | 14 | 50* | 8
O=c1c2cnn(-c3ccccc3)c2nnn1/N=C/c1cccnc1 | 0.55 | 1 | -8 | 0.8 | -5 | 5 | -5 | 21 | -4
Cc1cc(NC(=O)/C=C/c2ccccc2)no1 | 1.1 | 2 | -5 | 0.9 | -4 | -3 | -6 | 7 | 3
CC(C)(C)NC(=O)COC(=O)c1nsc(Cl)c1Cl | -1.1 | -4 | -27 | . | -4 | 4 | . | . | .
CC(C)C(CCN1C(=O)CCC1=O)C1CCOC(C)(C)C1 (centres undefined) | 0.27 | -4 | 7 | 1 | -2 | 4 | -1 | 1 | 13
COc1cc(COc2ccc3c(C)c(Cc4ccccc4)c(=O)oc3c2C)cc(OC)c1OC | -0.72 | -10 | 17 | 0.4 | -4 | 11 | 3 | 58* | 20
COc1ccc(N2CS(=O)(=O)/C(=C/N(C)C)C2=O)cc1 | -0.36 | 7 | 22 | 1 | -6 | -6 | 1 | -2 | 2
C=CCNC(=O)C1CCN(S(=O)(=O)c2ccccc2)CC1 | -0.018 | 4 | -15 | 0.5 | -4 | -4 | -1 | 45 | 16
Cc1ccc(NC(=O)Cn2cc3c(n2)CCC(C)C3)cc1 (centres undefined) | 0.013 | . | . | 0.8 | . | . | -2 | 16 | 11
COc1cc(C=C(C(C)=O)C(C)=O)ccc1O | -0.26 | 9 | 9 | 1 | -4 | -10 | 4 | -5 | 3
O=C(O)c1cccc(OCc2ccccc2Cl)c1 | 1 | 1 | 21 | 0.9 | -1 | -2 | -3 | 12 | 8
CCOC(=O)CN1C(=O)C(C)(C)Oc2ccc(C(=O)Nc3ccccc3)cc21 | 0.19 | 17 | -4 | 0.9 | -6 | -16 | 9 | 7 | 15
COc1cc(OC)cc(C(=O)NCc2n[nH]c(=S)n2-c2ccccc2)c1 | 0.02 | 2 | 20 | 0.4 | -5 | -1 | 0 | 64* | 7
CN(CCc1ccccn1)C(=O)Nc1ccc(F)cc1 | -0.4 | 0 | -7 | 0.6 | -2 | 0 | 2 | 38 | 10
Cc1c(C(=O)OC2CCCC2C)[nH]c2c1C(=O)CCC2 (centres undefined) | 0.95 | . | . | 1 | . | . | 1 | 5 | 19
CCCc1cc(C(=O)NCc2ccco2)no1 | -0.37 | -4 | 16 | 0.7 | -3 | 6 | -11 | 28 | 7
O=C(CSc1nnc(-c2ccncc2)n1-c1ccccc1)N1CCN(c2ccc(Cl)cc2)CC1 | . | 2 | 2 | 0.8 | -5 | 1 | -16 | 15 | 5
CCOC(=O)N1CCN(Cc2nc3c(c(=O)n(C)c(=O)n3C)n2Cc2ccccc2)CC1 | -0.29 | 0 | 12 | 0.7 | -3 | 0 | -1 | 30 | 9
Cc1cccc2cc(CN(Cc3ccco3)S(=O)(=O)c3ccc4c(c3)OCCO4)c(=O)[nH]c12 | 0.49 | -8 | 9 | 0.2 | -5 | 6 | 0 | 77* | 25
O=C(CCC(=O)NC1CCCCCCC1)Nc1nnc(C(F)(F)F)s1 | -0.91 | 9 | 5 | 0.6 | -4 | -10 | 2 | 36 | 5
CCc1cc2cc(C(=O)N3CCN(c4ccccc4)CC3)sc2s1 | -0.09 | -3 | -1 | 0.6 | 1 | 1 | -2 | 43 | 4
CCCCOc1ccccc1N | 0.014 | -6 | -19 | 1 | -3 | 6 | 16 | 1 | -1
CCCCOC(=O)C1=C(C)NC2=C(C(=O)CCC2)C1c1cc(OC)ccc1OC (centres undefined) | . | -2 | 17 | 0.4 | 0 | 3 | 8 | 63* | 6
O=C(Cn1nnc(-c2ccccc2Cl)n1)N/N=C/c1ccc2c(c1)OCO2 | -1.7 | 17 | -3 | 0.9 | 0 | -15 | 14 | 5 | 2
Cc1csc(NC(=O)CCSCCc2ccccn2)n1 | 0.75 | 13 | 13 | 0.4 | -5 | -15 | -8 | 61* | 1
CCOC(=O)N1CCN(C(=O)c2cn(CCOC)c(=O)c3c2c2ccccc2n3C)CC1 | 0.54 | 6 | 6 | 1.1 | -2 | -8 | 27 | -10 | 12
O=C(O)c1cc2ccc3ccccc3c2[nH]1 | 1.3 | 1 | -29 | 0.9 | -6 | -3 | -2 | 8 | 19
CCOC(=O)c1cc2sccc2n1CC(=O)c1ccc2c(c1)OCCO2 | 0.41 | 8 | -7 | 0.1 | -8 | -7 | -17 | 93* | 13
Cc1[nH]n(-c2cccc(Cl)c2)c(=O)c1-c1ccccc1 | -1.7 | -3 | -18 | 0.9 | -3 | 2 | 1 | 5 | 11
Cc1c(CN(C)C(=O)CSc2nc(-c3ccco3)cc(C(F)(F)F)n2)cnn1C | -1.7 | -2 | -20 | 0.8 | -2 | 2 | 2 | 20 | 1
CC(C)Sc1nnc(Nc2ccccc2)s1 | 0.046 | -5 | -6 | 0.3 | -6 | 5 | -17 | 69* | 2
CCN(CC)C(=O)C1CCCN(c2ccc([N+](=O)[O-])cc2/C=N/NC(=O)c2cccc([N+](=O)[O-])c2)C1 (centres undefined) | . | -7 | 15 | 0.6 | -6 | 6 | -10 | 38 | 12
COc1cc(-c2noc(CCCC(=O)NC3CCCCC3)n2)cc(OC)c1OC | 2.3 | 32 | -3 | 0.3 | -6 | -33 | 3 | 66* | 10
Clc1cccc(CSc2nnc(-c3cccnc3)n2Cc2ccco2)c1 | 0.1 | -13 | 15 | 0.2 | -6 | 13 | -1 | 81* | 6
Cc1onc(-c2ccccc2Cl)c1C(=O)Nc1ccc(-n2nncc2C(C)(C)C)cc1 | -0.66 | 2 | 15 | 0.5 | -3 | 0 | 7 | 48 | 14
Cc1cc(NC(=O)CSc2nnc(C3COc4ccccc4O3)o2)no1 (centres undefined) | -0.55 | 0 | 6 | 0.5 | -1 | 4 | 1 | 49 | 42*

Some of these compounds in order of the sEH activator value, lowest first.
| Structure | DAT uptake mod | sEH inhibitor | S1P2 blocker | CYP2C19 act | S1P2 ag | sEH activator | PostGolgi yeast | CYP2C19 inhib |
| --- | --- | --- | --- | --- | --- | --- | --- | --- |
| CCOC(=O)N1CCN(C(=O)c2cn(CCOC)c(=O)c3c2c2ccccc2n3C)CC1 | 0.54 | 6 | 6 | 1.1 | -2 | -8 | 27 | -10 |
| Cc1[nH]n(-c2cccc(Cl)c2)c(=O)c1-c1ccccc1 | -1.7 | -3 | -18 | 0.9 | -3 | 2 | 1 | 5 |
| CCCCOc1ccccc1N | 0.014 | -6 | -19 | 1 | -3 | 6 | 16 | 1 |

Next results
SMILES | DAT uptake mod | sEH inhibitor | S1P2 blocker | CYP2C19 act | S1P2 ag | sEH activator | PostGolgi yeast | CYP2C19 inhib | PostGolgi ctrl
Cc1cc(C)cc(NC(=O)NCc2nnc(SCc3ccccc3)n2C)c1 | -0.79 | 22 | 26 | 0.7 | -6 | -22 | 9 | 34 | 8
O=S(=O)(O)c1nnc2sc3ccccc3n12 | 0.096 | -2 | -1 | 1.1 | -3 | 2 | -2 | -6 | 8
CCN1CCN(C(C(=O)NC2CCCC2)c2ccc(Cl)cc2)CC1 (centres undefined) | -1.3 | -14 | . | 1 | . | 19 | 3 | 0 | 11
COc1ccccc1OCCNC1CCCC1 | -1.4 | -8 | -10 | 1 | -4 | 10 | 29 | -1 | 7
COc1ccc(NC(=O)c2cc3cc(OC)ccc3oc2=N)cc1 | -0.71 | . | . | 0.7 | . | . | 73* | 26 | 77*
O=C1c2ccccc2C(=O)N1c1ncccn1 | -0.82 | . | . | 0.9 | . | . | -14 | 6 | -5
CC(SCc1ccccc1)C(=O)N/N=C/c1cc2c(cc1Br)OCO2 (centres undefined) | -1.3 | 38 | -26 | 0.6 | -6 | -37 | 1 | 35 | 25
C=CCNC1=C(Cl)C(=O)N(c2cccc(Cl)c2Cl)C1=O | 0.017 | -13 | -10 | 0.1 | -9 | 12 | 3 | 90* | 0
COc1cccc(-c2nc(CS(=O)(=O)CC(=O)NCCC(C)C)c(C)o2)c1 | 0.0059 | -1 | -3 | . | -1 | 1 | 4 | . | 10
Cc1c(C(=O)N2CC(C)OC(C)C2)oc2ccccc12 (centres undefined) | -0.95 | . | . | 0.8 | . | . | -1 | 17 | 4
CCc1c(C)c2ccc(O)c(CN(C)C)c2oc1=O | 1.2 | -23 | -10 | 1.2 | 0 | 27 | -10 | -15 | -3
CC1CCCN(C(=O)CCCn2c(=S)[nH]c3ccccc3c2=O)C1 (centres undefined) | -1.6 | 3 | -6 | 0.5 | -4 | -6 | 1 | 53* | 9
CN(C)CC(=O)Nc1nc(-c2ccccc2)cs1 | 0.48 | 2 | 3 | 1 | -4 | -2 | -10 | -3 | -15
OCCN(CCO)CC(O)Cn1c2ccccc2c2ccccc21 (centres undefined) | -0.5 | -8 | 9 | 1 | -3 | 13 | -2 | -2 | -8
O=c1sc(Nc2ccccc2)nc2ccsc12 | 0.21 | -5 | -36 | 0.7 | 2 | 6 | 18 | 33 | 8
N#Cc1c(-c2ccccc2)nc(N2CCCCCC2)[nH]c1=O | -0.077 | -3 | -8 | 0.9 | -1 | 6 | -2 | 11 | -2
CC(=O)c1cccc(NC(=O)C=C(C)C)c1 | -0.073 | -17 | 2 | 0.9 | -3 | 14 | -5 | 11 | 17
O=C(O)CC(C(=O)O)N1C(=O)/C(=C/c2ccc(-c3nc4ccccc4s3)o2)SC1=S (centres undefined) | . | 13 | 0 | 1 | -3 | -13 | -4 | -4 | -7
COc1ccc(NC(=O)c2cc(C(C)C)on2)c(OC)c1 | 0.068 | -11 | 18 | 0.6 | -2 | 11 | -5 | 39 | 0
CC1CC1C(=O)OCc1cc(=O)n2cc(Br)ccc2n1 (centres undefined) | -0.28 | -5 | 7 | 0.4 | -7 | 8 | 1 | 63* | 10
Cc1onc(-c2c(Cl)cccc2Cl)c1C(=O)NCC1CCCO1 (centres undefined) | 0.088 | 1 | 8 | 0.8 | -6 | 0 | 0 | 25 | -4
Nc1ccc(C2CCCc3nonc32)c2nonc12 (centres undefined) | -0.066 | 15 | 11 | 0.6 | -1 | -16 | -2 | 44 | 6
COc1cc2[nH]c(=S)n(Cc3ccco3)c(=O)c2cc1OC | 2.2 | -29 | -4 | 1.3 | -3 | 31 | 3 | -27 | 6
CCCCN1C=C(C(=O)OC)C(c2ccccc2C(F)(F)F)C(C(=O)OC)=C1 | 3.1* | -13 | -17 | 0.9 | 19* | 16 | -3 | 14 | 10
CCN(CC)CCNC(=O)C1c2ccccc2C(=O)N(C)C1c1cn(C)c2ccccc12 (centres undefined) | -0.086 | 15 | -3 | 1.1 | -3 | -12 | 9 | -6 | 7
Cn1nnnc1SCC(=O)Nc1ccccc1C(=O)NCc1ccccc1 | 0.13 | 14 | -6 | 1.2 | -6 | -12 | -2 | -17 | -10
O=C(Nc1cnn(C23CC4CC(CC(C4)C2)C3)c1)c1cnn2cccnc12 | . | 6 | -13 | 1 | -2 | -4 | 0 | 0 | 18

Outcome played no part in choosing rows. About 24% of those tested had a hit in this group.
